Compound activity deposited in PubChem by National Center for Advancing Translational Sciences (NCATS).
TDP1 cell noCPT = qHTS for Inhibitors of human tyrosyl-DNA phosphodiesterase 1 (TDP1): qHTS in cells in absence of CPT; DT40 Tdp1-/- hTDP1 cells, no CPT, ATP luminescence, 48 h; Potency, µM (titrated, usually from 46.2 µM), inactives show top-dose activity change, negative = growth inhibition, most hits filed as inhibitors; actives 15% (n = 420,000); further: nearly all actives have a fitted effect of over 55% in size
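Readout: luminescence from CellTiter-Glo after 30 min in the dark at RT. Cells: DT40 Tdp1-/- with stable hTDP1, 400/well. Exposure: compounds alone, ≥48 hr, 37 °C.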
GCN5L2 inh = inhibitors of human GCN5L2 histone acetyltransferase; actives 0.21% (n = 390,000); Potency, µM (top dose mostly 58.9 µM), for inactives: at the highest dose activity change, negative = inhibition, most hits filed as inhibitors; GCN5L2 HAT assay, ThioGlo1 CoA-SH fluorescence; Q92830; AID 504327
Target sequence (Q92830 whole entry, looked up): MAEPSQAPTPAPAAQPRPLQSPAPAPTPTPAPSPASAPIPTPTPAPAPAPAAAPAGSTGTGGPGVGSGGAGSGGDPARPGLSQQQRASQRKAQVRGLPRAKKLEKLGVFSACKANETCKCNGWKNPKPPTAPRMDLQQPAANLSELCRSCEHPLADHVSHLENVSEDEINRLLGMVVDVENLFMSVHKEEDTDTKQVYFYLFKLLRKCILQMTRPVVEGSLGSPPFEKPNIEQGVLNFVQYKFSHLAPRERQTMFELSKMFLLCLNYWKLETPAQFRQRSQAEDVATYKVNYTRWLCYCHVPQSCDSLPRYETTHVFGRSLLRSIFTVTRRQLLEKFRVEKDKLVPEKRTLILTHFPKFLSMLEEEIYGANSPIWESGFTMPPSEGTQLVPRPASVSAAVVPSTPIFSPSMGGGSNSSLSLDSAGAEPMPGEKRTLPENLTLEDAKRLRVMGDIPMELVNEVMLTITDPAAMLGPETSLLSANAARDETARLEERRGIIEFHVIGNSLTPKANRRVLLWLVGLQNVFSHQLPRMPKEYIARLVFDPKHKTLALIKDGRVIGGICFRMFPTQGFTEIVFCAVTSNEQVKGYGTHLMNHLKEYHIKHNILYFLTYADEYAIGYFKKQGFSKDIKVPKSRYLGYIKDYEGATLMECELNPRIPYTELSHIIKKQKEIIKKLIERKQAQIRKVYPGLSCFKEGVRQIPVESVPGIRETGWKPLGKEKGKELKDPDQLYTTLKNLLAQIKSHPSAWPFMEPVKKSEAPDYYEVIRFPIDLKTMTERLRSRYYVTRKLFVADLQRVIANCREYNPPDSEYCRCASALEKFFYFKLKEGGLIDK
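Enzyme at 20nM final was mixed with library compounds for 15 min at room temperature. Peptide H3(1-25) at 75uM, acetyl-CoA at 70uM and ThioGlo1 at 50uM were then added. Plates were read immediately and after 20 min (Ex340nm/Em540nm).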
TDP1 cell CPT = growth inhibition of DT40 Tdp1-/-;hTDP1 cells with camptothecin (screen for TDP1 inhibitors); Potency, µM (series often up to 46.2 µM), inactives show top-dose activity change, negative = growth inhibition, usual class: inhibitors; actives 12% (n = 420,000); chicken DT40 Tdp1-/-;hTDP1 cells + 20 nM CPT, ATP luminescence, 48 h; further: nearly all actives have a fitted effect of over 55% in size
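Chicken DT40 Tdp1-/- cells complemented with human TDP1, 400 cells/well, exposed to compounds plus 20 nM camptothecin for at least 48 h at 37 C; viability read as ATP content by CellTiter-Glo luminescence.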
An asterisk follows results filed as active; ? = inconclusive; / = not tested or not shown; [ ] = dose if it differs, or a comment. The call rests on the fitted dose curve; in most records, active means well fitted curve in the direction sought with a large enough effect; inconclusive means small, poorly fitted or top-dose-only effect, or another doubt; inactive means no such curve, though single readings can be large; an effect the other way counts as inactive or inconclusive. On the % scale 0 is the no-effect control and ±100 the full control effect; potency means the concentration at half of the fitted maximal effect.

SMILES	TDP1 cell noCPT	GCN5L2 inh	TDP1 cell CPT
Cc1ccc(NCc2n[nH]c(=S)n2Cc2ccccc2)cc1Cl	?	-30%	?
CC(NCC(=O)Nc1cc(S(=O)(=O)N2CCOCC2)ccc1N1CCOCC1)c1ccco1 (stereo unspecified)	8%	-1%	-14%
COC(=O)CSc1nnc2n(C3CCCCC3)c(=O)c3c4c(sc3n12)CCCC4	?	-5%	29µM*
O=C(Nc1ccc(C(=O)NN2C(=O)c3ccccc3C2=O)cc1)c1ccccc1	6%	-1%	1%
C=CCNC(=S)NNc1nc2c(c(=O)[nH]1)C1(CCCC1)Cc1ccccc1-2	-5%	23%	?
COCc1c(Br)c(C)nc2sc3c(=O)n(-c4cccc(Br)c4)nnc3c12	0%	1%	-2%
Cc1ccc(S(=O)(=O)N(CC(=O)NCCc2ccc(Cl)cc2)c2ccccc2C)cc1	13µM*	-3%	18µM*
O=c1[nH]c2ccc(NS(=O)(=O)c3ccc([N+](=O)[O-])cc3)cc2[nH]1	-4%	-9%	-4%
CNC(C)c1ccc(S(N)(=O)=O)cc1 (stereo unspecified)	?	4%	-16%
CCOC(=O)COC(=O)c1ccc(O)cc1	3%	3%	-5%
Cc1cc(C)nc(N/N=C/c2cc(C)n(CC(F)(F)F)c2C)n1	?	-8%	?
COc1ccc(CCNC(=O)/C(=C/c2cccnc2)NC(=O)c2ccccc2)cc1	-2%	2%	15%
O=C(COC(=O)/C=C/c1ccc(S(=O)(=O)N2CCOCC2)cc1)Nc1ccc(F)c(F)c1F	0%	-2%	6%
C=C1CCC[C@]2(C)C[C@H]3OC(=O)C(CNCCN(CC)CC)[C@H]3CC12 (stereo partly specified)	16µM*	10%	?
Cc1ccc2c(CC(=O)Nc3cc(C(F)(F)F)ccc3Cl)coc2c1C	-28%	0%	-7%
Cc1ccc2c(c1)CCCN2C(=O)NC1CCCCC1	-28%	3%	-27%
CCOc1cc(CNC(=O)c2cc(-c3ccccc3)n[nH]2)cc(OCC)c1OCC	?	-5%	?
CCC(c1nnnn1C(C)(C)C)N1CCN(C2CCCC2)CC1 (stereo unspecified)	1%	0%	10%
CCCS(=O)(=O)NC(=O)C1(C)CCN(C(=O)c2cncc(Br)c2)C1 (stereo unspecified)	-6%	/	6%
Cc1ccc(CNc2nc3ccc(C)cc3n3nnnc23)cc1	1%	-8%	0%
Cc1nn(CC(C)C)c2sc(C(=O)NC3CC(C)(C)NC(C)(C)C3)cc12	?	-2%	?
CCCc1ccc(C(O)c2ncc(-c3ccccc3)[nH]2)cc1 (stereo unspecified)	-60%	/	-55%
CCc1nnc(NC(=O)c2cc(-c3ccccn3)nc3ccc(Br)cc23)s1	-12%	-2%	0%
COc1ccc(N2CCN(Cc3nc(-c4ccc(C)cc4)no3)CC2)cc1	23µM*	-4%	?
CCc1ccc(N(C2C=CS(=O)(=O)C2)S(=O)(=O)c2ccc(C)cc2)cc1 (stereo unspecified)	-29%	-5%	-24%
COc1cc(OC)cc(C(=O)NC2CCN(Cc3nnnn3Cc3ccc(F)cc3)CC2)c1	-11%	8%	-3%
COCc1cc(C)nc2sc(C(=O)N3CCCCC3)c(N)c12	2%	-9%	-3%
COc1ccc(CN(Cc2cc3cc(OC)c(OC)cc3[nH]c2=O)C(=O)NC2CCCCC2)cc1	?	0%	?
Cc1cccc(NC(=S)N2N=CCC2c2ccccc2)c1 (stereo unspecified)	-14%	-6%	?
COc1cccc(CNC(=O)c2ccccc2-c2ccccc2)c1	-30%	?	?

Shown as a markdown table: 25 of the compounds above
| smiles | TDP1 cell noCPT | GCN5L2 inh | TDP1 cell CPT |
| --- | --- | --- | --- |
| COC(=O)CSc1nnc2n(C3CCCCC3)c(=O)c3c4c(sc3n12)CCCC4 | ? | -5% | 29µM* |
| O=C(Nc1ccc(C(=O)NN2C(=O)c3ccccc3C2=O)cc1)c1ccccc1 | 6% | -1% | 1% |
| C=CCNC(=S)NNc1nc2c(c(=O)[nH]1)C1(CCCC1)Cc1ccccc1-2 | -5% | 23% | ? |
| COCc1c(Br)c(C)nc2sc3c(=O)n(-c4cccc(Br)c4)nnc3c12 | 0% | 1% | -2% |
| Cc1ccc(S(=O)(=O)N(CC(=O)NCCc2ccc(Cl)cc2)c2ccccc2C)cc1 | 13µM* | -3% | 18µM* |
| O=c1[nH]c2ccc(NS(=O)(=O)c3ccc([N+](=O)[O-])cc3)cc2[nH]1 | -4% | -9% | -4% |
| CNC(C)c1ccc(S(N)(=O)=O)cc1 (stereo unspecified) | ? | 4% | -16% |
| CCOC(=O)COC(=O)c1ccc(O)cc1 | 3% | 3% | -5% |
| Cc1cc(C)nc(N/N=C/c2cc(C)n(CC(F)(F)F)c2C)n1 | ? | -8% | ? |
| COc1ccc(CCNC(=O)/C(=C/c2cccnc2)NC(=O)c2ccccc2)cc1 | -2% | 2% | 15% |
| O=C(COC(=O)/C=C/c1ccc(S(=O)(=O)N2CCOCC2)cc1)Nc1ccc(F)c(F)c1F | 0% | -2% | 6% |
| C=C1CCC[C@]2(C)C[C@H]3OC(=O)C(CNCCN(CC)CC)[C@H]3CC12 (stereo partly specified) | 16µM* | 10% | ? |
| Cc1ccc2c(CC(=O)Nc3cc(C(F)(F)F)ccc3Cl)coc2c1C | -28% | 0% | -7% |
| Cc1ccc2c(c1)CCCN2C(=O)NC1CCCCC1 | -28% | 3% | -27% |
| CCOc1cc(CNC(=O)c2cc(-c3ccccc3)n[nH]2)cc(OCC)c1OCC | ? | -5% | ? |
| CCC(c1nnnn1C(C)(C)C)N1CCN(C2CCCC2)CC1 (stereo unspecified) | 1% | 0% | 10% |
| CCCS(=O)(=O)NC(=O)C1(C)CCN(C(=O)c2cncc(Br)c2)C1 (stereo unspecified) | -6% | / | 6% |
| Cc1ccc(CNc2nc3ccc(C)cc3n3nnnc23)cc1 | 1% | -8% | 0% |
| Cc1nn(CC(C)C)c2sc(C(=O)NC3CC(C)(C)NC(C)(C)C3)cc12 | ? | -2% | ? |
| CCCc1ccc(C(O)c2ncc(-c3ccccc3)[nH]2)cc1 (stereo unspecified) | -60% | / | -55% |
| CCc1nnc(NC(=O)c2cc(-c3ccccn3)nc3ccc(Br)cc23)s1 | -12% | -2% | 0% |
| COc1ccc(N2CCN(Cc3nc(-c4ccc(C)cc4)no3)CC2)cc1 | 23µM* | -4% | ? |
| CCc1ccc(N(C2C=CS(=O)(=O)C2)S(=O)(=O)c2ccc(C)cc2)cc1 (stereo unspecified) | -29% | -5% | -24% |
| COc1cc(OC)cc(C(=O)NC2CCN(Cc3nnnn3Cc3ccc(F)cc3)CC2)c1 | -11% | 8% | -3% |
| COCc1cc(C)nc2sc(C(=O)N3CCCCC3)c(N)c12 | 2% | -9% | -3% |

Some of these compounds in order of number of heavy atoms, descending:
SMILES	TDP1 cell noCPT	GCN5L2 inh	TDP1 cell CPT
Cc1nn(CC(C)C)c2sc(C(=O)NC3CC(C)(C)NC(C)(C)C3)cc12	?	-2%	?
CCCS(=O)(=O)NC(=O)C1(C)CCN(C(=O)c2cncc(Br)c2)C1 (stereo unspecified)	-6%	/	6%
Cc1ccc(CNc2nc3ccc(C)cc3n3nnnc23)cc1	1%	-8%	0%

Continued.
SMILES	TDP1 cell noCPT	GCN5L2 inh	TDP1 cell CPT
O=C(NC(=S)Nc1ccc(N2CCCCC2)cc1)c1ccco1	-24%	-7%	-1%
Nc1nc(N)c(N=Nc2ccc(S(N)(=O)=O)cc2)c(=O)[nH]1	-10%	-11%	-5%
Cc1cccc(C)c1OCc1nc2ccccc2c(=O)n1/N=C/c1ccc(OCC(=O)O)cc1	?	-5%	-26%
Cc1ccc(CN2CCN(Cc3ccccc3C(F)(F)F)CC2)cc1	?	-1%	?
O=S(=O)(Nc1ccc(-c2ccc(N3CCCC3)nn2)cc1)c1ccc(Br)cc1	?	-10%	?
COc1ccc(C(=O)COc2ccccc2C(=O)Nc2ccccc2)cc1	18µM*	-5%	12µM*
O=C(COc1ncnc2ccccc12)Nc1cc([N+](=O)[O-])ccc1Cl	-26%	1%	0%
Cc1ccccc1CN1CCN(C/C=C/c2ccccc2)CC1	?	-3%	?
COc1cc(/C=C2/C(=N)N3C(c4ccccc4)=CSC3=NC2=O)ccc1OCC(=O)O	15µM*	-1%	21µM*
CC1CCCC(=NNc2ccc3ccccc3n2)C1 (stereo unspecified)	?	/	-5%
CC(=O)NN=C1CCC(c2ccccc2)CC1 (stereo unspecified)	-2%	1%	-6%
COc1ccc(N2CCN(C(c3cccs3)C(C)NC(=O)C(=O)N3CCOCC3)CC2)cc1 (stereo unspecified)	10%	-6%	-11%
COc1ccc(OCCSc2nc(N)cc(N)n2)cc1	?	-15%	-4%
COc1cc(C(=O)N2CCCC(c3nc(-c4cccs4)no3)C2)cc(OC)c1OC (stereo unspecified)	-17%	-19%	-15%
Cc1cc(C)cc(NC(=S)N2CC(C)OC(C)C2)c1 (stereo unspecified)	30%[activator]	-1%	1%
COc1ccc(-c2ccc(-c3nc4ccc(C)cn4c3NC3CCCCC3)cc2OC)cc1	13µM*	-17%	10µM*
Cn1c2ccccc2c(=O)c2cc(C#Cc3ccc(N)cc3)ccc21	?	-1%	?
COc1ccc(NCC(=O)N/N=C/C=C/c2ccccc2[N+](=O)[O-])cc1	-18%	-1%	-14%
CCN(CC)c1ccc(/C=N/NC(=O)c2ccc3nc[nH]c3c2)c(O)c1	?	12%	18µM*
CCOc1ccc(CCNC(c2cccc(Cl)c2)c2nnc(-c3ccccc3)o2)cc1OCC (stereo unspecified)	26µM*	-12%	16µM*
COCCN1C[C@@H](CO)O[C@@H](n2cnc3c(N4CCOCC4)ncnc32)C1	-4%	/	-24%
COc1ccc(NC(=O)C2CCCN(S(C)(=O)=O)C2)cc1OC (stereo unspecified)	11%	-11%	16%
Cc1cc2ccccc2nc1Br	-5%	-2%	4%

A portion of the library, so the mix of outcomes need not match the whole.
